High-throughput results as filed in PubChem.
KCNQ2 block – KCNQ2 potassium channel inhibitors, primary screen, cell-based, CHO-K1, FluxOR thallium flux, B-score (AID 2156); 20 min; hits give low values; actives 1.1% (n = 310,000); O88943; B-score at 10 µM;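 active = fluorescence ratio B-score at most minus 3 library SDs, with starting brightness B-score within 2 library SDs, cut at about -5.5 in these data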
Target sequence (O88943 whole entry, looked up): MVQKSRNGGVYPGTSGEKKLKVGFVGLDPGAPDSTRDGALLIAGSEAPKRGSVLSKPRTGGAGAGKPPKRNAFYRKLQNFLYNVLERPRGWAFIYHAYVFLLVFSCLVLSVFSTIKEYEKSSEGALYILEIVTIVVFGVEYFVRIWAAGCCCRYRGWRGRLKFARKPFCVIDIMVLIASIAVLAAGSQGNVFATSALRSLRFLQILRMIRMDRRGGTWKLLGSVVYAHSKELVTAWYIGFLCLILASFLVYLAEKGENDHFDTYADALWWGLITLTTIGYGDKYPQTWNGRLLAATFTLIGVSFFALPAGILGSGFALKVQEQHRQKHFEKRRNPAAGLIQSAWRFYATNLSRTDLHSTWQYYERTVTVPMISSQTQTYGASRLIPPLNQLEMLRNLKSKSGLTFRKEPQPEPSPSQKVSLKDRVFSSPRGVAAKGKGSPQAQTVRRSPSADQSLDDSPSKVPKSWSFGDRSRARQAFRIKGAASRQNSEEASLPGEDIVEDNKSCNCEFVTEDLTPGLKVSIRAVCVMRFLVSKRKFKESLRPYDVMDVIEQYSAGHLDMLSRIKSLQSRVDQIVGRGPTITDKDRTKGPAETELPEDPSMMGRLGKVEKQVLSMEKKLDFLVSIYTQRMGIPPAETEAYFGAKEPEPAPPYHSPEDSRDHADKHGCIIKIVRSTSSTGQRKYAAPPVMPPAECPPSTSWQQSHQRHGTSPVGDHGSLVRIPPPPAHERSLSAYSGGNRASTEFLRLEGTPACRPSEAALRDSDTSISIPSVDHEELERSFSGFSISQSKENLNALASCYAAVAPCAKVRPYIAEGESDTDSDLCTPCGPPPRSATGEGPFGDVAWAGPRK
Kir21 inh – blocks the mouse Kir2.1 inward-rectifier potassium channel | P35561 | HEK293-Kir2.1, FluxOR thallium flux fluorescence; hits give low values | B-score at 10 µM | actives 0.85% (n = 310,000) | AID 1672;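 active = fluorescence ratio B-score at or below minus 3 SD of library scores, with starting-brightness B-score within 2 SD, cut at about -4.2 in these data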;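 note: channel flux triggered by added potassium and thallium sulfate stimulus; B-score of peak minus minimum fluorescence over baseline after thallium stimulus; more negative B-score means stronger Kir2.1 block with less thallium influx; some compounds called inactive have numbers as strong as hits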
The depositor's hits bear a star; i = inactive.

SMILES | KCNQ2 block | Kir21 inh
O=C(Nc1nc2ccc(F)cc2s1)c1cccs1 | i | 1.42
Cc1cnc(NC(=O)c2cc3c(C)nn(Cc4ccccc4Cl)c3s2)s1 | i | 1.53
CC(C)OC(=O)Cn1cc(C#N)c2ccccc21 | i | 0.86
O=C(C1CCN(S(=O)(=O)c2ccc(Cl)cc2)CC1)N1CCCC1 | i | 2.7
COc1ccc(OC)c(-c2csc(NC(=O)Cc3ccccc3OC)n2)c1 | i | -0.39
COc1cc(C(CCN2CCN(c3ccccc3)CC2)c2c(OC)cc(OC)c3c(C)cc(=O)oc23)cc(OC)c1OC (stereo not given) | i | -0.05
CCOC(=O)CC1(NC(=O)C2CCC(=O)N(CCc3ccc(OC)cc3)C2)CCCCC1 (stereo not given) | i | 0.23
NC(=O)c1ccccc1NC(=O)CCn1c(=S)oc2ccccc21 | i | -3.77
CSc1ccc(CN(C)CC(=O)NCc2ccc(F)cc2)cc1 | i | -4.3*
CCC(=O)c1cc(F)c(N2CCN(C(=O)c3ccco3)CC2)cc1C | i | -0.93
COc1ccc(Oc2cc(C)nc(Cl)n2)nn1 | i | 2.22
O=C1CC(c2cccs2)c2cc3c(cc2N1)OCCO3 (stereo not given) | i | -1.6
Cc1ccc(C)n1-c1nnc(N2CCC(C(=O)NCCCN3CCN(C)CC3)CC2)s1 | i | -0.02
Cc1ccc(N=CC=C2OC(C)(C)C(C)(C)O2)c(C)c1 | i | 0
O=C(c1cnccn1)N(c1ccccc1)C1(C(=O)NC2CCCCC2)CCCCC1 | i | 1.12
Cc1c(C(=O)NNC(=O)c2ccccc2O)oc2ccc(Br)cc12 | i | -0.41
CN(C)c1nc(/C=C(\C#N)C(N)=O)c(Cl)n1-c1ccc(F)cc1 | i | 1.63
O=C(Cc1ccccc1)NN1CCCCC1 | i | 0.77
O=C(CN1CCCCC1)n1c2ccccc2c2ccccc21 | i | -1.78
CCCOc1ccccc1/C=C(\C#N)C(=O)Nc1cccnc1 | i | -1.82
CCN(CC)CCNC(=O)c1ccccc1C(=O)c1ncc[nH]1 | i | -0.26
CC(=O)c1cccc(N(CC(=O)NC2CCCCC2)C(=O)CNC(=O)c2cccs2)c1 | i | 0.55
C=CCn1c(CNC(=O)c2ccco2)nnc1SCC(=O)N1c2ccccc2Sc2ccccc21 | i | 0.01
C#C[C@]1(O)CC[C@H]2[C@@H]3CCC4=CC(=O)CC[C@@H]4[C@H]3CC[C@@]21C | i | -1.67
Cc1ccc2nc(NC(=O)CCCc3nc4ccccc4s3)sc2c1 | i | 1.51
Cc1ccc(-c2cc(-c3ccco3)c(C#N)c(=O)[nH]2)cc1 | i | -0.27
Cn1c(C(=O)OCC(=O)NCC2CCCO2)cc2sccc21 (stereo not given) | i | 0.6
Cc1cccc(CCN(Cc2cc3cccc(C)c3[nH]c2=O)C(=O)N2CCOCC2)c1 | i | 0.73
COc1cc(NC(=O)c2ccccc2)c(OC)cc1NC(=O)Cc1ccc(Br)cc1 | i | 1.61
O=C(NC1CCN(Cc2ccccc2)CC1)c1ccccc1 | i | 0.05

Structures shown so far that contain two or more sulfur atoms (4):
SMILES | KCNQ2 block | Kir21 inh
O=C(Nc1nc2ccc(F)cc2s1)c1cccs1 | i | 1.42
Cc1cnc(NC(=O)c2cc3c(C)nn(Cc4ccccc4Cl)c3s2)s1 | i | 1.53
C=CCn1c(CNC(=O)c2ccco2)nnc1SCC(=O)N1c2ccccc2Sc2ccccc21 | i | 0.01
Cc1ccc2nc(NC(=O)CCCc3nc4ccccc4s3)sc2c1 | i | 1.51

Remaining list, next part:
SMILES | KCNQ2 block | Kir21 inh
O=C(O)c1ccc(S(=O)(=O)NC2CC2)cc1 | i | 1.39
CCOC(=O)c1ccc(NC(=S)N2CCCC2)cc1 | i | -2.09
Cc1nc(Sc2ccccc2)c(C#N)cc1-c1ccccc1 | -9.35* | -0.82
CCOC(=O)Nc1ccccc1C(=O)Nc1cc(C)cc(C)c1 | i | -1.55
Cc1cc(C)cc(N(CC(=O)NC2CCCCC2)C(=O)CCCC(=O)Nc2ccccn2)c1 | i | 0.98
O=C1CCc2cc(S(=O)(=O)NC(Cc3ccccc3)C(=O)NCCC3=CCCCC3)ccc2N1 (stereo not given) | i | -0.43
O=C(CN1C2CCCC1CC(NC(=O)c1ccccc1)C2)Nc1nccs1 (stereo not given) | i | -0.92
COc1cccc(C(=O)Nc2c3c(nn2-c2cccc(C)c2C)CS(=O)C3)c1OC (stereo not given) | i | -0.55
COC(/C=C/Nc1ccc(OC)cc1)=C(C#N)C#N | i | -0.69
COc1ccc(CCN(C)C(=O)c2cncc(Br)c2)cc1OC | i | -0.35
O=C(NC1CCCC1)C1CC(=O)N(c2ccccc2)C1 (stereo not given) | i | 0.93
CCC(C)(C)NC(=O)CC(c1ccc(OC)cc1)n1cccc1 (stereo not given) | i | -0.76
Cc1ccc(S(=O)(=O)c2cc3c(=O)n4ccccc4nc3n(C)c2=N)cc1C | i | 0.32
Cc1oc(-c2ccccc2F)nc1CSCC(=O)NCc1ccc2c(c1)OCO2 | i | -1.91
Cc1cc(C)c(NC(=O)c2ccc(CN3CCc4ccccc4C3)cc2)c(C)c1 | i | -0.36
Cc1ccc(C(C)C)c(O)c1 | i | 1.2
COc1ccccc1NC(=O)CCNS(=O)(=O)c1ccc2c(c1)CCN2C(C)=O | i | -0.16
O=C(Nc1nc2c(F)cc(F)cc2s1)C1COc2ccccc2O1 (stereo not given) | i | 0.84
CCN(CC)CCn1c(=N)n(CC(O)c2ccco2)c2ccccc21 (stereo not given) | i | -1.17
O=C(c1ccc2c(=O)n(Cc3ccc4c(c3)OCO4)c(=S)[nH]c2c1)N1CCCCC1 | i | 0.88
C1CN(CCN2CCOCC2)CCN1 | i | -0.66
COc1ccc(CN2CCN(c3ncccn3)CC2)c(OC)c1 | i | -0.1
CCOC(=O)C1=C(C)Nc2nc(SCC)nn2C1c1ccc(OC)cc1 (stereo not given) | i | -0.12
CC1CCCCN1CCCNC(=O)c1ccc(Br)cc1 (stereo not given) | i | 1.75
CCOC(=O)c1cnc2c(C)c(Cl)ccc2c1NCCCN1CCOCC1 | i | 1.07
COc1ccc2c3c(cccc13)OC2=O | i | -0.94
CN(CC(=O)Nc1ccccc1Oc1ccccc1)Cc1ccccc1F | i | -5.12*
CC1OC(OC2C(CO)OC(OC3C(CO)OC(O)C(O)C3O)C(O)C2O)C(O)C(O)C1N[C@@H]1C=C(CO)[C@@H](O)C(O)[C@H]1O (stereo not given in full) | i | 1.64
Cc1ccc(OCC(O)CN2CCN(CC(O)COc3ccc(C)cc3Cl)CC2)c(Cl)c1 (stereo not given) | i | 0.66
Cc1c2cccn2cc[n+]1C | i | 1.27

Some of these compounds in order of molar mass, descending:
SMILES | KCNQ2 block | Kir21 inh
Cc1cc(C)cc(N(CC(=O)NC2CCCCC2)C(=O)CCCC(=O)Nc2ccccn2)c1 | i | 0.98
CCOC(=O)c1ccc(NC(=S)N2CCCC2)cc1 | i | -2.09
COC(/C=C/Nc1ccc(OC)cc1)=C(C#N)C#N | i | -0.69
Cc1ccc(C(C)C)c(O)c1 | i | 1.2

(listing goes on)
SMILES | KCNQ2 block | Kir21 inh
CC(C)NC(=O)c1ccc(C(C)C)cc1 | i | -0.65
COc1ccc(C2=NOC(C(=O)NCc3cccnc3)C2)cc1 (stereo not given) | i | -1.12
CC1CC(=O)N(c2ccc(NCc3ccccc3Cl)c([N+](=O)[O-])c2)C1=O (stereo not given) | i | 0.3
COc1ccc(C(=O)N2CCN(c3ncccn3)CC2)cc1[N+](=O)[O-] | i | 0.72
Cc1ccc2nc(CSc3nc(C)cc(C)c3C#N)[nH]c2c1 | i | -0.16
Cc1nnc(NC(=O)C2CCCCC2)s1 | i | -0.09
S=C(Nc1ccc(Oc2ccccc2)cc1)N1CCN(c2ccccn2)CC1 | i | 0.87
Nc1cnccc1Oc1cccc(C(F)(F)F)c1 | i | -0.02
O=C(NCc1ccc2c(c1)OCO2)c1cc(-c2ccccc2)c(N2CCOCC2)s1 | i | -0.08
CC(C)C(=O)NNC(=O)CSc1nnc(-c2ccccc2)c(-c2ccccc2)n1 | i | 0.06
O=C(c1ccc(Cl)nc1)N1CCN(C/C=C/c2ccccc2)CC1 | i | 0.27
CCOCCCNC(=O)c1ccc2c(c1)N(Cc1ccccc1)C(=O)CS2=O (stereo not given) | i | 0.34
Cc1ccc(NC(=O)COC(=O)c2nn(C)cc2Cl)cc1 | i | 0.85
CCCn1c(N)c(N(CCOC)C(=O)c2ccccc2)c(=O)[nH]c1=O | i | 1.78
O=C(CN1CCN(Cc2ccccc2)CC1)NC(c1ccccc1)c1ccccc1 | i | 0.36
O=C(Nc1ccc(Cl)cc1)Nc1ccccc1CC[N+](=O)[O-] | i | -0.94
Cc1cc(C)n(CC(=O)N2c3ccccc3Sc3ccccc32)n1 | i | -1.41
COc1ccc(C(=O)Oc2cc3c4c(c2)C(C)=CC(C)(C)N4C(=O)C3=O)cc1OC | i | -0.01
O=C(Nc1ccc(Cl)cc1)N1CCOCC1 | i | 0.53
Cc1cccc(NC(=S)N/N=C/c2ccc3c(c2)OCO3)c1 | i | -2.09
CCN1CCC(C(N)=O)CC1 | i | -0.11
CN(/N=C/C=C/c1ccccc1)c1cc(=O)n(C)c(=O)[nH]1 | i | 0.76
Cc1ccc(N(CC(=O)NCc2cccs2)S(=O)(=O)c2cccs2)cc1 | i | 0.37
CS(=O)(=O)Cc1ccc(C(=O)NC2CCN(Cc3ccccc3)C2)cc1 (stereo not given) | i | -1.45
CC(C)CCNC(=O)CSc1nc2ccsc2c(=O)n1NC(=O)c1ccccc1 | i | -1.08
CCOc1ccccc1NC(=O)C1CCCN(S(=O)(=O)c2ccc3c(c2)C(C)(C)C(=O)N3C)C1 (stereo not given) | i | 0.83
O=C(CCCCCN1C(=O)c2ccccc2C1=O)Nc1nccs1 | i | 0.01
NC(=S)NNC(=O)c1cc(C(F)(F)F)cc(C(F)(F)F)c1 | i | 2.1
CCOC(=O)c1ccc2ncc(C(=O)OCC)c(NCCN(C)C)c2c1 | i | -1.94
COc1ccc(OC)c(NC(=O)COc2coc(CN3CCc4ccccc43)cc2=O)c1 | i | -0.09
CC(NC(=O)c1ccccc1NC(=O)CN1CCc2ccccc2C1)c1ccccc1 (stereo not given) | i | -1.61
COC(=O)Cc1cc(=O)n(-c2nc3ccccc3[nH]2)[nH]1 | i | 0.1
CC1C(=O)Nc2ccccc2N1C(=O)c1ccc(F)cc1 (stereo not given) | i | -0.69
COc1cc2cc(CN(Cc3nnnn3Cc3ccccc3)CC3CCCO3)c(=O)[nH]c2cc1OC (stereo not given) | i | 0.62
CCc1cccc(OCC(=O)N(C)CC(=O)Nc2cccc(F)c2)c1 | i | -2.12
O=c1c2ccccc2nc(N/N=C/c2ccc(O)cc2)n1O | i | 0.36
Cc1ccc(C)c(N2CCN(C(=O)c3cc4ccccn4n3)CC2)c1 | i | -0.97
CN(C)Cc1ccccc1C1(O)c2ccccc2CSc2ccccc21 (stereo not given) | -7.67* | -0.86
CC1CCN(C(=S)Nc2ccc(SC(F)F)cc2)CC1 | i | 0.83
O=c1c([N+](=O)[O-])cc(C(F)(F)F)cn1Cc1cccc(Cl)c1 | i | 0.01
O=C(CCC(=O)OCC(F)(F)C(F)F)Nc1ccccc1F | i | 0.23
CC(=O)NCCc1nc2ccccc2n1CCc1ccccc1 | i | 0.22
Cn1c(/C=N/NC(=O)c2ccccc2)nc2ccccc21 | i | 2.48
CC(=O)Oc1ccc2nc(/C=C/c3ccccc3)oc(=O)c2c1 | i | -1.48
CCn1c(SCC(=O)Nc2cc(C)on2)nnc1-c1c[nH]c2ccccc12 | i | 0.29
CCn1cc(CCC(=O)O)c(C)n1 | i | -0.24
CC(=O)OC1COC(N2CCc3ccccc32)C(OC(C)=O)C1OC(C)=O (stereo not given) | i | -0.44
O=C(NNC1CC(=O)N(c2ccc(Cl)cc2)C1=O)c1ccccc1Cl (stereo not given) | i | 1.21
C=CC(=O)N(CCC)C(c1ccccc1)c1ccccc1OC (stereo not given) | i | -1.09
Cn1c(SCC(=O)N2CCN(c3ccccc3)CC2)nnc1-c1ccccc1 | i | 0.18
Cc1cc(C)nc(SCCC(=O)Nc2ccccc2C)n1 | i | 1.54
Cc1cc(C)cc(Nc2ccc(C(=O)O)cc2N)c1 | i | -1.64
CCCc1nnc(SCC(=O)N2C(C)CCCC2C)n1CC (stereo not given) | i | -0.46
O=C(Nc1ccc(N2CCOCC2)cc1N1CCOCC1)c1cccc([N+](=O)[O-])c1 | i | -1.47
COCCNC(=S)N/N=C(\C)c1cccc(C(F)(F)F)c1 | i | -0.02
COCNc1nc(OCC#N)nc(N(C)C)n1 | i | 1.63
COc1ccccc1N1CCN(CC(=O)c2c(C)n(C)c3ccccc23)CC1 | i | -1.13
CSc1cccc(-n2cc(-c3ccc4c(c3)OCO4)[nH]c2=O)c1 | i | -0.03
COC(=O)c1ccccc1NC(=O)C1CCCN(S(=O)(=O)c2ccccc2)C1 (stereo not given) | i | -0.4
CCCN(Cc1cc2ccc(C)cc2[nH]c1=O)S(=O)(=O)c1ccccc1 | i | -0.65
CCCCC(=O)NC(c1cccc([N+](=O)[O-])c1)c1c(OC(C)=O)ccc2ccccc12 (stereo not given) | i | -0.3
Cc1ccc(OCCNC(=O)CNC(=O)c2ccc(C)cc2)cc1 | i | -0.39
Cc1noc(NS(=O)(=O)c2ccc(NC(=O)CS(=O)(=O)c3ccccc3)cc2)c1C | i | -0.21
